# Compound activity: PubChem BioAssay, National Center for Advancing Translational Sciences (NCATS)
# FLuc modulator = inhibits or activates purified firefly luciferase, miR-21 counter-screen; purified FLuc, Km substrates, luminescence inhibition; Potency, µM (titrated, usually from 57.5 µM), without a hit: at the top dose activity change, negative = inhibition, most hits filed as inhibitors; 6.9% of 360,000 active; AID 588342; active = well fitted inhibition curve with a large enough effect; inconclusive = small, poorly fitted or top-dose-only effect;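 also: plate controls were vehicle for no effect and reference inhibitor for full effect; nearly all actives have a fitted effect of over 55% in size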
# Target sequence (P08659 whole entry, looked up): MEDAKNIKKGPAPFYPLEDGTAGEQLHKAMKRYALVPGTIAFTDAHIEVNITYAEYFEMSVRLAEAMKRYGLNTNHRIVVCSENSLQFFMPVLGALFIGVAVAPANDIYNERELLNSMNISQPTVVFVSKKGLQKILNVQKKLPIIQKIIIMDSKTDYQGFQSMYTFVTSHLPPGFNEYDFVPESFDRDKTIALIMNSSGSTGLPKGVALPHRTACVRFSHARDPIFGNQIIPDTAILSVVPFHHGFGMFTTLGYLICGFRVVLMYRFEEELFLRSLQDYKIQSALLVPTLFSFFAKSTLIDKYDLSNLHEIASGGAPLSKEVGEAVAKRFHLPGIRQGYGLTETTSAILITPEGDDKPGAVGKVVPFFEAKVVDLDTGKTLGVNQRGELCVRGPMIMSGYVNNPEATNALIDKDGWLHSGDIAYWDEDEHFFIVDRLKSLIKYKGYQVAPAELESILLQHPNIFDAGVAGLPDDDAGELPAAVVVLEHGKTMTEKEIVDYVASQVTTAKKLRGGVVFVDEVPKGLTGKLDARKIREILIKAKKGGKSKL
#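 Purified P. pyralis luciferase (10nM final) with 10uM D-luciferin and 10uM ATP (Km levels) in 50mM Tris acetate pH 7.5, 10mM Mg acetate, 0.01% Tween-20, 0.05% BSA; qHTS 6-point titration, ~60 µM downward; luminescence read.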
# An asterisk follows results filed as active; ? = inconclusive. Potency is read from the fitted curve at half-maximal effect.
structure,FLuc modulator
CC1CCCN(C(=O)c2cc3c(=O)n(C)c4ccccc4c3s2)C1 (configuration not stated),0%
CCC(=O)C1=C(c2ccc(F)cc2)N(C(=O)CC)n2c(nnc2C2CCCCC2)S1,-2%
Cc1ccc(CNC(=O)c2ccc3c(c2)CCN3S(=O)(=O)c2ccccc2)cc1,-2%
Cc1cccc(NC(=O)Nc2cccs2)c1C,?
CCOc1ccc(-c2c(C)nn3c(-c4ccccc4)c(C(=O)NCCOC)cnc23)cc1OCC,-2%
Cc1cccc(NC(=O)C(=O)NCC(c2ccc3c(c2)OCO3)N2CCN(C)CC2)c1C (configuration not stated),0%
Cc1ccc(-c2nc3ncccc3o2)cc1NC(=O)COc1ccc(C(C)C)cc1,-19%
COc1ccc(Cl)cc1NC(=O)NCCc1c(C)nn(C)c1C,-2%
CS(=O)(=O)N1CCCc2cc(C(=O)Nc3cccc(C(F)(F)F)c3)ccc21,-19%
Cc1ccc(C)c(N2CCN(C(=O)CCc3c(C)nn(-c4ccc(N5CCCC5)nn4)c3C)CC2)c1,-3%
CCOc1ccc(NC(=O)/C(C#N)=C\c2ccc(-c3ccc(Cl)cc3)o2)cc1,-7%
COc1ccc(NC(=O)C2CCN(C3=NS(=O)(=O)C(c4ccc(C)c(C)c4)=C3C)CC2)c(OC)c1,-10%
COc1ccccc1CSc1nc2n(n1)C(c1ccccc1)C(C(=O)Nc1ccc(C)cc1)=C(C)N2 (configuration not stated),-13%
Cc1ccccc1CNC(=O)c1ccc(Cn2c(SCc3cccc(F)c3)nc3cccnc32)cc1,-9%
Cc1cc(C)c(NC(=O)CN2C(=O)C3(SCC(=O)N3c3ccc(F)cc3)c3ccccc32)c(C)c1 (configuration not stated),3%
CC1=Nc2cc(C(=O)NCCc3ccc(Cl)cc3)ccc2Sc2c(C)ccc(C)c21,-3%
CCOC(=O)c1c(C)oc2ccc(N(C(=O)Oc3ccccc3)S(=O)(=O)c3ccc(CC)cc3)cc12,-5%
O=C(CSc1cn(CC(=O)N2CCCCC2)c2ccccc12)NCc1ccc(F)cc1,-10%
CCOC(=O)c1c(Nc2ccc(OCC)cc2)nnc(-c2ccccc2)c1-c1ccccc1,-10%
Cc1ccc(CNC(=O)c2nn(C)c3c2CSc2ccc(C)cc2-3)cc1,0%
Cc1oc2ccc(O)c(CN3CCC(C)CC3)c2c1C(=O)Nc1ccccc1,-4%
Cc1ccc(NC(=O)c2cc(S(=O)(=O)N3CCC(C)CC3)cn2C)cc1Cl,-2%
CCCc1nn2c(=O)cc(COC(=O)c3ccccc3NC(=O)c3cccs3)nc2s1,-3%
CC(=O)Nc1ccc(NC(=O)CN2C(=O)CN(C)C(=O)c3ccccc32)cc1,5%
CC(C)Oc1ccc(CNC(=O)c2ccc3nc(SCc4ccc(F)cc4)n(C)c3c2)cc1,-8%

# (next part)
structure,FLuc modulator
COc1ccc(-c2c(C)c3ccc(O)c(CN4CCCCC4C)c3oc2=O)cc1OC (configuration not stated),-3%
CCOC(=O)c1c(Nc2ccc(O)cc2)nnc(-c2ccccc2)c1-c1ccccc1,-3%
Cc1nc2sc(C(N)=O)c(N)c2c(-c2ccc(Br)cc2)c1C(=O)Nc1ccc(Cl)cc1,-6%
COc1ccc(NC(=O)Cn2c(=O)n(-c3ccc(OC)cc3)c(=O)c3ccc(C(=O)NCc4ccc(C)cc4)cc32)cc1,-1%
COc1ccc(-n2ncc(C(=O)N3CCN(C4CCCCC4)CC3)c2C2CCN(C(=O)OC(C)(C)C)CC2)cc1,-6%
COc1ccc(-c2cc(C(=O)Oc3ccccc3)c3cc(C)ccc3n2)cc1,4%
Nc1c(C(=O)Nc2ccccc2)sc2nc3c(cc12)CN(Cc1ccccc1)CC3,-9%
Cc1cc(C)cc(NS(=O)(=O)c2ccc(-n3cccn3)cc2)c1,0%
C#CCOc1ccc(-c2nnc(Nc3cccc(C)c3)c3ccccc23)cc1,-12%
CCS(=O)(=O)c1ncc(N(Cc2cccc(F)c2)Cc2ccco2)c(C(=O)Nc2ccccc2Cl)n1,4%
Cc1ccc(-c2cc(C(=O)Nc3c(C(=O)c4ccccc4)oc4ccccc34)no2)cc1F,3%
COc1ccc(S(=O)(=O)N(CCc2ccccc2)CC(=O)Nc2ccc(C)c(C)c2)cc1OC,-3%
COc1ccc(NC(=O)c2ccco2)cc1NC(=O)c1ccc(C)c(C)c1,?
CCCN(C(=O)NCc1noc2ccc(C)cc12)c1ccc(Cl)c(Cl)c1,-16%
Nc1c(-c2nc(-c3ccc(Cl)cc3)no2)nnn1-c1ccc(C(F)(F)F)c(Cl)c1,3%
Cn1c(SCC(=O)Nc2nc3ccccc3s2)ncc(C(=O)Nc2ccc(F)cc2)c1=O,6%
CCOc1ccccc1NC(=O)c1cnn2c(C(F)F)cc(-c3ccccc3)nc12,5%
COc1ccc(NC(=O)N(Cc2nnc3n2CCCCC3)c2ccc(OC)c(Cl)c2)cc1,-2%
Cn1c(=O)c2c(nc(NCc3ccccc3)n2Cc2ccccc2Cl)n(C)c1=O,0%
Cc1csc2nc(CCNS(=O)(=O)c3ccccc3)cn12,-1%
Cc1ccc(Cl)cc1N1CCN(C(=O)C2CCCN(S(=O)(=O)c3ccc(Br)s3)C2)CC1 (configuration not stated),1%
CCOc1ccc(NC(=O)Cn2c(=O)c(CNc3ccccc3)cc3cc4c(cc32)OCCO4)cc1,-5%
CCc1c(C)sc2c1CCN(Cc1ccccc1)C2c1ccccc1 (configuration not stated),1%
CC1CCN(c2ccc(-c3cccc(NS(=O)(=O)c4cccs4)c3)nn2)CC1,0.48µM*
Cc1sc2ncn(CC(=O)N(C)c3ccc(C(C)C)cc3)c(=O)c2c1S(=O)(=O)N1CCC(C)CC1,-4%

# Remaining list, next part:
structure,FLuc modulator
Cc1cc(Nc2cccc(Cl)c2)nc2ccc(NC(=O)Cc3cccc(C(F)(F)F)c3)cc12,3%
Cc1c(NC(=O)c2sc3ccccc3c2Cl)cccc1-c1nc2ccccc2o1,1%
CCCSc1nc2c(c(=O)[nH]1)C(c1ccc(F)cc1F)CC(=O)N2 (configuration not stated),-8%
CC1CCN(C(=O)CSc2nnc(-c3ccccc3Cl)o2)CC1,3%
CCOC(=O)c1c(NC(=O)COc2cccc(C)c2C)sc(C(C)=O)c1C,1%
Cc1csc2nc(COC(=O)c3ccccc3NC(=O)c3ccccc3Cl)cc(=O)n12,0%
CCOc1cc(C(=O)NCC(c2ccc(N(C)C)cc2)N2CCOCC2)cc(OCC)c1OCC (configuration not stated),2%
CCc1ccc(-c2[nH]nc3nc(-c4ccc(OC)cc4)cc(C(=O)NCCCOC)c23)cc1,-1%
Cc1cccc(N2CCN(C(=O)c3cc4ccc5cccnc5c4[nH]3)CC2C)c1 (configuration not stated),-12%
COc1cccc(C(=O)NCC(c2ccc(N(C)C)cc2)N2CCc3ccccc32)c1 (configuration not stated),-3%
CC(=O)N1CCc2c(sc3c2c(=O)n(-c2ccccc2)c(=O)n3CC(=O)Nc2cccc(C)c2)C1,-4%
COc1ccc(CCNC(=O)c2ccc(Cn3c(=O)c4ccccc4n(CC(=O)C(C)(C)C)c3=O)cc2)cc1OC,3%
CN1CCc2c(sc3c2C(=O)NC(c2ccc(OC(=O)c4ccccc4)cc2)N3)C1 (configuration not stated),?
CCOC(=O)c1c(C)oc2ncnc(Nc3cccc(C(F)(F)F)c3)c12,-1%
CCN(CC)CCN(C(=O)c1ccco1)c1nc2ccc(Br)cc2s1,4%
CCOc1ccccc1NC(=O)C(=O)NCC(c1cccnc1)N1CCN(c2ccccc2)CC1 (configuration not stated),-10%
Cc1ccc2c(c1)c1c(c(=O)n(-c3ccccc3C)c(=O)n1CC(=O)NCc1ccccc1)n2C,-2%
COc1cc(-c2noc(CN3CCN(c4ccccc4)CC3)n2)cc(OC)c1OC,0%
Cc1ccc(SCc2nc(-c3ccc(C(=O)NCc4ccccc4Cl)cc3)oc2C)cc1,4%
CCOc1ccccc1CNc1ncnc2c1nc1n2CCCC1,-7%
O=C(Cn1c2ncccc2c(=O)n1-c1ccccc1)Nc1ccc(F)c(F)c1,4%
COc1ccc(-n2c(SCC(=O)N3CCC(C)CC3)nc3c([nH]c4ccccc43)c2=O)cc1,4%
Fc1cccc(CSc2nc(NCCc3ccccc3)c3ccccc3n2)c1,-3%
O=c1cc(-c2ccccc2)n2c(SCc3c(F)cccc3Cl)nnc2[nH]1,?
COc1ccc(CCNC(=O)CCS(=O)(=O)c2cc(Br)cc3c2N(C(C)=O)CC3)cc1OC,1%

# The list goes on; it opens with the three that closed the last part.
structure,FLuc modulator
Fc1cccc(CSc2nc(NCCc3ccccc3)c3ccccc3n2)c1,-3%
O=c1cc(-c2ccccc2)n2c(SCc3c(F)cccc3Cl)nnc2[nH]1,?
COc1ccc(CCNC(=O)CCS(=O)(=O)c2cc(Br)cc3c2N(C(C)=O)CC3)cc1OC,1%
Cc1cccc(N2CCN(c3cc(C)nc4c(-c5ccc(Cl)cc5)c(C)nn34)CC2C)c1 (configuration not stated),1%
COc1ccc(C2C=C(c3ccccc3)Nc3nc(NS(=O)(=O)c4ccccc4)nn32)cc1 (configuration not stated),-14%
COc1ccc(N2CCN(S(=O)(=O)c3ccc(CC(C)C)cc3)CC2)cc1,-4%
CCN(CC)S(=O)(=O)c1ccc2c(c1)N(CC(=O)N(C)Cc1ccccc1)C(=O)CO2,-8%
CCC1CCCCN1C(=O)Cn1c(=O)oc2cc(S(=O)(=O)N3CCCCC3)ccc21 (configuration not stated),-1%
Cc1ccc(NC(=O)N2CCN(c3cc(-c4noc(C)n4)ccc3C)CC2)c(C)c1,-1%
Cc1ccc(CNC(=O)CN2C(=O)CCn3nc(-c4ccccc4)cc32)cc1,-17%
Cc1cc(Cl)ccc1NC(=O)CN1C(=O)C(=O)c2ccccc21,8%
COCCCN1CN=C(NS(=O)(=O)c2ccc(NC(C)=O)cc2)NC1,-2%
COc1ccc(C(=O)NCC(=O)OCc2cc(=O)n3nc(C4CCCCC4)sc3n2)cc1,?
Cc1nc(SCC(=O)Nc2ccc(C(=O)O)cc2)n[nH]1,-1%
O=C(CCC1N=C2c3ccccc3N=C(SCC(=O)NCCc3ccccc3)N2C1=O)NCc1ccc(F)cc1 (configuration not stated),-3%
CCOc1cc(C(=O)Nc2cccc(-c3nc4ccccc4o3)c2)cc(OCC)c1OCC,-2%
COc1cc(OC)cc(-c2cc3nc(C)c(CCC(=O)Nc4ccccc4OC)c(C)n3n2)c1,-10%
CCCn1c2ccccc2c2cnn(CC(=O)NCCCN(CC)c3ccccc3)c(=O)c21,?
CCOc1ccc(C(CC(=O)Nc2ccc(C(=O)OC)cc2)N2Cc3ccccc3C2=O)cc1OC (configuration not stated),2%
COc1cccc(-c2ccc3c(N)c(C(=O)Nc4cc(C(F)(F)F)ccc4OC)sc3n2)c1,-3%
O=C(CCCN1C(=O)c2cccnc2Oc2ccc(Cl)cc21)NCc1ccc(F)cc1,-11%
Cc1ccc(-n2ccnc(NCCc3ccc(S(N)(=O)=O)cc3)c2=O)cc1C,-11%
CCOc1ccccc1N1CC(c2nc3ccccc3n2CCCOc2ccc(OC)cc2)CC1=O (configuration not stated),13µM*
Cc1ccc2onc(CC(=O)Nc3cc(F)ccc3F)c2c1,?
COC(=O)c1ccc(NC(=O)C2CCN(c3ncnc4c3nc3n4CCCCC3)CC2)cc1,-17%
Cc1cccc(-n2cnc3cc(C(=O)NCc4ccccc4Cl)ccc32)c1,-15%
O=C1CC(c2nnc(Cc3ccccc3Cl)o2)CN1c1ccccc1 (configuration not stated),-3%
CCOC(=O)c1c(N)n(-c2cccc(C)c2C)c2nc3ccccc3nc12,-3%

# The listing continues:
structure,FLuc modulator
COc1ccc(S(=O)(=O)NCCSc2nnnn2-c2ccccc2)cc1,8%
O=C(NCc1ccccc1)c1nn(-c2ccccc2)nc1CO,5%
Cc1ccc(CNC(=O)C2CCN(C(=O)c3ccc(-n4ccc5ccccc54)s3)CC2)cc1,3%
Cc1cccc(CC(=O)N2CC(=O)Nc3ccc(F)cc3C2c2ccccc2)c1 (configuration not stated),-1%
Cn1c(=O)c2sccc2n2c(CCCC(=O)Nc3ccc(Oc4ccccc4)cc3)nnc12,-19%
Cc1ccc2oc(-c3ccc(NC(=O)c4cccc(F)c4)c(C)c3)nc2c1,?
COc1ccc(N2CCN(c3ccc(-c4nc(-c5cccc(C)c5)no4)cc3[N+](=O)[O-])CC2)cc1,?
COC(=O)c1ccccc1NC(=O)Cn1c(=O)n(CCCCC(=O)NCc2ccc3c(c2)OCO3)c(=O)c2ccccc21,-16%
COc1ccc(Nc2ncnc3scc(-c4ccc(F)cc4)c23)cc1,-9%
Cc1ccc(NC(=O)CSc2ncnc3c2sc2ccccc23)cc1C,-6%
CCOc1ccc(S(=O)(=O)N2CCN(c3cc(Cl)ccc3Cl)CC2)c2ccccc12,-6%

# Structural class, the compounds so far containing a tert-butyl group.
structure,FLuc modulator
COc1ccc(-n2ncc(C(=O)N3CCN(C4CCCCC4)CC3)c2C2CCN(C(=O)OC(C)(C)C)CC2)cc1,-6%
COc1ccc(CCNC(=O)c2ccc(Cn3c(=O)c4ccccc4n(CC(=O)C(C)(C)C)c3=O)cc2)cc1OC,3%

# Two entries from above in a different format.
> COc1ccc(-c2cc(C(=O)Oc3ccccc3)c3cc(C)ccc3n2)cc1
  FLuc modulator: 4%
> Cc1ccc(-c2cc(C(=O)Nc3c(C(=O)c4ccccc4)oc4ccccc34)no2)cc1F
  FLuc modulator: 3%

# An excerpt; count on the stated rates, not on these rows.
